Growth percent in the NCI-60 one-dose screen (48 h, 10 µM unless noted): 100 = growth as untreated, 0 = no growth, -100 = all killed.
SF-268: SF-268 CNS cancer cells. hit rate 3.1% among 82,000. AID 1794759
HCC-2998: HCC-2998 colon cancer. AID 1794799. hit rate 4.7% among 79,000
KM12: KM12 colon cancer cells. hit rate 5% among 82,000. AID 1794800
SNB-19: SNB-19 CNS cancer cells; AID 1794751; hit rate 2.5% among 81,000
HCT-116: HCT-116 colon cancer | hit rate 7.3% among 82,000 | AID 1794798
SNB-75: SNB-75 CNS cancer; hit rate 5% among 79,000; AID 1794750
SF-539: SF-539 CNS cancer | hit rate 6.8% among 81,000 | AID 1794752
U251: U251 CNS tumor cells | hit rate 5.4% among 80,000
SF-295: SF-295 CNS cancer cells | hit rate 5.6% among 79,000
Numbers without * were called inactive; · = not tested or not shown; & = joins results of further samples; [ ] = another dose, or the depositor's remark. The calls were made as follows: active = growth percent below 10; inactive = the rest.

SMILES	SF-268	HCC-2998	KM12	SNB-19	HCT-116	SNB-75	SF-539	U251	SF-295
Clc1ccc(-c2nc(-c3c[nH]c4ncccc34)cs2)cc1	41[100 µM]	90[100 µM]	76[100 µM]	49[100 µM]	39[100 µM]	-11*[100 µM]	21[100 µM]	16[100 µM]	19[100 µM]
CS(=O)(=O)Nc1ccc([N+](=O)[O-])cc1Oc1ccccc1	98	93	94	104	100	110	104	90	84
CC(C)(C)c1nc(-c2ccc(O)c(O)c2)cs1	67	86	77	72	49	73	58	47	62
Cc1cc(C)c2c(c1C)C(=O)CCC2	101	98	105	111	107	96	104	108	111
Cc1ccc(Cl)c(-n2c(SCC(=O)Nc3ccc(S(=O)(=O)Nc4nccs4)cc3)nc3ccccc3c2=O)c1	99	79	100	103	104	92	99	106	99
NC(CCCCNC=O)C(=O)O (centres undefined)	110	104	111	105	110	78	106	116	·
Oc1ccc(CSc2nnc(-c3ccccc3)n2-c2ccccc2)c2cccnc12	17	27	14	13	11	·	0.5*	13	1.0*
O=C(O)CCCc1ccc(Cl)cc1	105	101	126	104	96	103	104	101	115
CCOC(=Nc1ccc([N+](=O)[O-])cc1)SC(c1ccccc1)(c1ccccc1)c1ccccc1	105	108	99	92	96	88	95	91	95
Sc1ccc(Br)cc1	105	102	113	·	97	76	106	101	106
CCc1c(C)c2ccc3oc(Nc4ccccc4)nc3c2oc1=O	103	103	104	109	104	95	110	99	94
CN(C)c1cccc(-c2ccc(S(=O)(=O)Nc3ccc4c(c3)N(C(=O)C3CC3)CCC4)cc2)c1	80	81	83	69	74	72	89	63	66
C[C@H]1c2ccccc2CN1CCCOc1cc2c(cc1OCC1CC1)C1(CCCC1)C(N)=N2	71	-55*	50	84	7.5*	75	48	49	55
COc1ccc(C(=O)/C=C/Nc2ccc(S(N)(=O)=O)cc2)cc1	103	106	104	104	105	89	102	107	102
C=C1CC[C@@H]2[C@](C)(COC(C)=O)[C@H](OC(C)=O)CC[C@@]2(C)[C@@H]1CC(NC(=O)c1cnccn1)C1=CCOC1=O (some centres undefined)	92	103	99	94	83	74	106	97	96
Oc1ccc(CN2CCC(N3CCCCC3)CC2)c2cccnc12	39	32	31	24	19	25	22	18	38
O=C1C(=O)N(CCCCn2cc(-c3ccccc3)nn2)c2ccccc21	101	117	104	100	101	95	94	107	102
CCOC(=O)C1=C(C)NC(C)=C(C(=O)OC(C)(C)C)C1c1cccc(C#N)c1 (centres undefined)	98	108	105	96	86	78	101	97	104
O=C(NC1C(O)c2ccccc2N2C(=O)CCC12O)c1cnco1 (centres undefined)	99	109	99	101	98	91	104	101	105
C[C@]12CCC(=O)C[C@H]1CC[C@@H]1[C@@H]2CC[C@@]2(C)[C@H]1CC[C@]2(O)C(=O)CO	96	·	110	108	110	94	103	121	113
O=C(Cn1cc(COc2ccccc2)nn1)Nc1nc2ccccc2s1	98	109	102	100	100	95	95	100	106
NS(=O)(=O)c1ccc(-c2cc(-c3nnc(SC/C(=N/O)c4ccccc4)n3-c3ccccc3)c3ccccc3n2)cc1	91	101	77	96	65	70	91	85	102
CN1CCC(=C(c2ccc(Cl)cc2)c2ccccn2)CC1	105	·	105	107	92	79	93	100	88
O=C1Nc2ccccc2/C1=N/N=C/c1cc(Cl)cc(Cl)c1O	89	113	104	99	91	83	94	96	92
O=c1oc2ccc(Br)cc2cc1-c1csc(N=Nc2c(O)[nH]c3ccc(Cl)cc23)n1	97	111	105	93	103	79	84	104	94
CCC(=O)Oc1ccc2ccccc2c1	98	89	100	98	102	82	97	94	101
CN(C)c1ccnc(CNCCSC2(c3ccc(C(F)(F)F)cc3)c3ccccc3C=Cc3ccccc32)c1	7.1*	-94*	-31*	·	-38*	-6.5*	-97*	-77*	-91*
O=S(=O)(O)SCCN1CCOCC1	109	127	104	106	105	81	100	99	·
Cc1ccccc1NCC(C)O (centres undefined)	111	96	120	93	93	93	87	99	103
COc1ccc(CNn2c(COc3ccccc3)nc3ccccc3c2=O)cc1OC	98	109	94	97	94	96	104	111	92

Full records, quoted from the list. Order of screens: SF-268, HCC-2998, KM12, SNB-19, HCT-116, SNB-75, SF-539, U251, SF-295
CN1CCC(=C(c2ccc(Cl)cc2)c2ccccn2)CC1 across the screens: 105, ·, 105, 107, 92, 79, 93, 100, 88
Cc1ccccc1NCC(C)O (centres undefined) across the screens: 111, 96, 120, 93, 93, 93, 87, 99, 103
O=S(=O)(O)SCCN1CCOCC1 across the screens: 109, 127, 104, 106, 105, 81, 100, 99, ·
NS(=O)(=O)c1ccc(-c2cc(-c3nnc(SC/C(=N/O)c4ccccc4)n3-c3ccccc3)c3ccccc3n2)cc1 across the screens: 91, 101, 77, 96, 65, 70, 91, 85, 102
CN(C)c1ccnc(CNCCSC2(c3ccc(C(F)(F)F)cc3)c3ccccc3C=Cc3ccccc32)c1 across the screens: 7.1*, -94*, -31*, ·, -38*, -6.5*, -97*, -77*, -91*

Next section
SMILES	SF-268	HCC-2998	KM12	SNB-19	HCT-116	SNB-75	SF-539	U251	SF-295
O=C1Nc2ccccc2/C1=N\n1c(N/N=C/c2cccc([N+](=O)[O-])c2)n[nH]c1=S	101	103	101	92	110	93	104	103	99
O=Cc1c[nH]c2ccc(NC(=O)OCc3ccccc3)cc12	102	96	123	89	99	87	110	79	·
COc1ccc(NC(=O)N2NC(c3ccc(Cl)cc3)C=C2c2ccccc2)cc1 (centres undefined)	98	89	95	107	104	110	97	97	104
COc1ccc(C(=O)CSc2nccc(Nc3ccc(S(N)(=O)=O)cc3)n2)cc1	104	106	108	104	91	99	96	101	104
C/C=C(/C(=C/C)c1ccc(O)cc1)c1ccc(O)cc1	46	62	20	35	27	9.3*	-3.7*	33	12
Nc1nc(N)c2c(n1)NC(c1cccc(Nc3ccnc4cc(C(F)(F)F)ccc34)c1)CC(c1ccc(F)cc1)=N2 (centres undefined)	52	54	30	61	22	47	74	34	49
CN1C(C)(C)CC(=NO)CC1(C)C	107	103	109	106	98	95	110	104	111
Cc1c(C#N)c2n(c1C)CCCC(=O)N2	·	103	114	102	107	90	110	105	112
CCCC(CCc1ccccc1)C(=O)NC(N)=O (centres undefined)	96	97	100	112	94	91	102	102	100
C=C(C)Cn1c(=O)n(CC(=C)C)c(=O)n(CC(=C)C)c1=O	96	103	109	101	97	·	96	95	97
COc1ccc(/C=C2\Oc3cc(OCCN4CCC(Cc5ccccc5)CC4)ccc3C2=O)cc1	92	91	101	98	91	81	93	85	104
CCC(C)c1ccc(OCC(C)O)cc1 (centres undefined)	98	97	105	105	94	115	108	102	105
NC(=O)CN1CCN(c2ccccc2Cl)CC1	106	101	109	118	100	119	107	111	98
N#Cc1c(-c2ccccn2)nc(SCC(=O)c2ccc(Br)cc2)[nH]c1=O	95	105	104	110	99	98	111	101	97
O=C(NCC1CCCCC1)NCC1CCCCC1	102	129	110	110	102	97	117	99	93
CCN1C(=O)CSC1=Nc1ccc(Cl)c(Cl)c1	94	96	98	89	101	82	97	93	89
CS(=O)(=O)c1ccc(C(=O)N2N=C(c3ccccc3)CC2c2ccccc2O)cc1 (centres undefined)	61	92	79	83	65	93	98	53	77
CCN(CCO)c1ccccc1	107	95	113	90	87	92	90	98	97
CC(Oc1ccc(C(C)(C)C)cc1)C(=O)O (centres undefined)	98	112	97	·	96	102	105	101	119
CC(N)CCCc1ccccc1 (centres undefined)	96	100	104	101	98	94	96	90	95
CC(CC=O)CC=O	108	97	106	104	92	94	106	·	93
CCCCCC(C)(C)O	102	107	106	103	90	90	92	93	97
Cc1ccc(Nc2cccc3cccc(S(=O)(=O)O)c23)cc1	105	155	105	110	100	100	93	105	96
COc1ccc(-c2nnc(-c3ccc4c(c3)nc(-c3cccs3)n4C3CCCCC3)o2)cc1	94	73	57	106	56	98	95	78	74
COc1ccc(C2Cc3c(nn(-c4cccc(Cl)c4)c(=O)c3C#N)C(O)=C2[N+](=O)[O-])cc1 (centres undefined)	100	121	102	99	75	89	98	89	103
COC1=C(C)C(=O)c2c(c(CCCl)c3n2CCC3O)C1=O (centres undefined)	9.6*	-39*	0.9*	2.6*	9.4*	-45*	-29*	-3.6*	-12*
CCOC(=O)C1=C(C(F)(F)F)NC(=S)NC1CN1C(=O)c2ccccc2C1=O (centres undefined)	101	63	111	112	103	104	104	102	93
COc1ccc([C@H]2c3[nH]c4ccccc4c3C[C@@H]3C(=O)N(C4CCN(Cc5ccccc5)CC4)CC(=O)N23)c(OC)c1	63	78	80	83	57	83	82	76	95
O=C(O)CCSC1(SCCC(=O)O)CCCCC1	104	96	105	102	94	90	91	97	94
CCCCCCCCCCN=Cc1c(O)c(O)c(CCC)c2cc(C)c(-c3c(C)cc4c(CCC)c(O)c(O)c(C=NCCCCCCCCCC)c4c3O)c(O)c12	101	108	96	102	107	105	103	100	110
CCCC(=O)CC(C)=O.CCCC(=O)CC(C)=O.[Cu]	·	102	102	110	96	116	104	100	103
O=[N+]([O-])c1ccc(Oc2ccc(-c3ccccc3)cc2)cc1	95	92	90	94	73	93	95	89	89
CC(=O)CC(=O)NC(C)(C)CC(C)(C)C	105	109	109	94	107	90	95	88	81
C/C(=N\NC(=O)c1ccncc1)c1cccc(Br)c1	122&108	109&107	110&109	116&101	111&100	86&94	98&90	96&91	106&80
COC(=O)CCc1ccc(N)cc1	96	93	113	104	107	95	98	102	112
[2H]C([2H])([2H])Oc1c(F)cccc1/C=C/C(=O)/C=C(O)/C=C/c1cccc(F)c1OC([2H])([2H])[2H]	90	112	102	94	84	114	101	88	102
C=CCNC(=S)N/N=C/C=C/C	103	108	88	97	93	88	99	98	97
O=C(Cn1cc(CSc2nnc3oc4ccccc4n23)nn1)Nc1ccc(F)cc1	93	107	103	92	100	75	89	107	95
Cc1cccc(C[C@H](NC(=O)Nc2ccc(Cl)cc2F)C(=O)N[C@@H]2C(=O)N3C[C@H](O)C[C@H]3C(=O)N3CCCC[C@H]3C(=O)N[C@@H](C)C(=O)N3C[C@H](C)C[C@H]3C(=O)O[C@H]2C)c1	12	-49*	-31*	16	-32*	4.6*	7.4*	16	-21*
CC(C)OC(=S)NC(=O)c1ccccc1	100	110	96	·	104	93	83	109	101

Part of the list above in order of length of the SMILES, low to high:
SMILES	SF-268	HCC-2998	KM12	SNB-19	HCT-116	SNB-75	SF-539	U251	SF-295
CC(CC=O)CC=O	108	97	106	104	92	94	106	·	93
CN1C(C)(C)CC(=NO)CC1(C)C	107	103	109	106	98	95	110	104	111
CC(C)(C)c1nc(-c2ccc(O)c(O)c2)cs1	67	86	77	72	49	73	58	47	62
COC1=C(C)C(=O)c2c(c(CCCl)c3n2CCC3O)C1=O (centres undefined)	9.6*	-39*	0.9*	2.6*	9.4*	-45*	-29*	-3.6*	-12*
COc1ccc(C(=O)/C=C/Nc2ccc(S(N)(=O)=O)cc2)cc1	103	106	104	104	105	89	102	107	102
COc1ccc(/C=C2\Oc3cc(OCCN4CCC(Cc5ccccc5)CC4)ccc3C2=O)cc1	92	91	101	98	91	81	93	85	104

(list continues)
SMILES	SF-268	HCC-2998	KM12	SNB-19	HCT-116	SNB-75	SF-539	U251	SF-295
O=C(O)CCN1C(=O)/C(=C/c2ccc(-c3cccc([N+](=O)[O-])c3)o2)SC1=S	98	101	102	97	101	89	100	100	104
COc1cccc2c1C(=O)c1c(O)c3c(c(O)c1C2=O)C[C@@](O)(C(C)=O)C[C@@H]3O[C@H]1C[C@H](N)[C@H](O)[C@H](C)O1	-44*	-70*	-15*	2.1*	0.3*	-91*	-43*	0.3*	-31*
CCN1C(=O)N(CC)C2Nn3c(s/c(=C4\C(=O)N(CCc5ccccc5)c5ccccc54)c3=O)=NC21 (centres undefined)	85	100	100	94	92	71	79	99	98
CCN1CCN(CC(=O)Nc2nc3ccc(NCc4ccc([N+](=O)[O-])cc4)cc3s2)CC1	92	111	95	101	79	90	80	84	100
C=C(C)P(=O)(OC(C)CCl)OC(C)CCl (centres undefined)	100	109	108	107	102	102	110	101	·
CC(=O)NCCCN1c2nc3ccccc3cc2Sc2cc3ccccc3nc21	74	92	99	71	87	59	71	57	81
COc1ccc(/C=C2\CN(C)CC3C2=NN(c2ccc(S(N)(=O)=O)cc2)C3c2ccc(OC)cc2)cc1 (centres undefined)	80	123	94	83	89	77	98	76	158
COc1ccc(C(=O)c2sc(Nc3cccc(F)c3)nc2N)cc1	101	118	·	94	98	72	94	88	94
Cc1nc2ccccc2c(/C=C/c2ccccc2)c1C(=O)/C=C/c1ccc(Cl)cc1	45	12	21	14	-5.1*	58	27	-33*	29
O=S(=O)(NCCCNc1cc(-c2cn(-c3ccccc3)nc2-c2ccccc2)ccn1)c1cccc2ccccc12	65	56	64	76	42	31	53	57	50
Cc1ncc(C(=O)O)c(C(=O)O)c1N	117&103	108&103	101&106	104&98	109&108	91&101	88&96	101&104	97&99
COc1cc2c(c(OC)c1OC)CCc1cnoc1-2	109	90	106	97	176	72	100	99	108
CC1=N/C(=C\c2cccc(C#N)c2)C(=O)O1	99	111	106	105	97	105	101	97	106
CN(CCc1ccccc1)C(=S)N(C(=O)c1ccc([N+](=O)[O-])cc1)c1ccc(Cl)cc1	92	110	50	101	67	97	93	90	110
O=Nc1c2cccnc2n2nnc3ccc(Cl)cc3c12	49	93	25	90	0.5*	63	91	51	90
COc1cccc(-c2cn3c(ccc4ccccc43)n2)c1	56	69	35	38	41	·	12	38	11
O=CNc1ccc(Cl)c(Cl)c1	89	100	89	98	92	82	94	95	106
O=C(O)C(c1ccccc1)C1(O)CCC1 (centres undefined)	100	·	114	109	107	90	101	113	129

Compound activity (PubChem)
